TrxR1 inh: blocks rat thioredoxin reductase 1; O89049; recombinant rTrxR1, NADPH fluorescence consumption, selenite substrate; Potency, µM (highest dose often 114 µM), for the others: top-dose activity change, negative = inhibition, most hits filed as inhibitors; actives 1% (n = 390,000); AID 588453; further: nearly all actives have a fitted effect of over 65% in size
Target sequence (O89049 whole entry, looked up): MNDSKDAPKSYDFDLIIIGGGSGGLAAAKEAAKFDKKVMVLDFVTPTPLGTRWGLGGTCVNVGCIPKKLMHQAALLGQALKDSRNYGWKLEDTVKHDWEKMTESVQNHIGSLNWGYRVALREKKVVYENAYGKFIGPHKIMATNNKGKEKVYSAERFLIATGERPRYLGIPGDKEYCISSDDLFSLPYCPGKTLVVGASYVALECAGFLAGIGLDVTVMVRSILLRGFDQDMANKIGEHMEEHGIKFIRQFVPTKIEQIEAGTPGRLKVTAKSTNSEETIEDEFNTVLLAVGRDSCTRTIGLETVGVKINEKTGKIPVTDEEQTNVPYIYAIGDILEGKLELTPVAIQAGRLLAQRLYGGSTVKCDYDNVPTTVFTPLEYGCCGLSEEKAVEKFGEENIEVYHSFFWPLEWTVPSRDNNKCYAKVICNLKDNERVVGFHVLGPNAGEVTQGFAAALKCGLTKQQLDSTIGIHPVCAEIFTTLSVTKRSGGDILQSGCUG
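Rat TrxR1 (90 nM in the dispensed reagent) was pre-reduced with 400 uM NADPH for 5 min at room temperature, then incubated with compound for 15 min. After 400 uM selenite was added, NADPH fluorescence (Ex 340/Em 450 nm) was followed for 8 min.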
TrxR1 substrate: is turned over as a substrate by rat TrxR1. O89049. purified TrxR1 substrate turnover, NADPH consumption readout. Potency, µM (series often up to 114 µM), for inactives: at the top dose activity change, negative = substrate turnover. actives 0.01% (n = 390,000). AID 588456; further: nearly all actives have a fitted effect of over 50% in size
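Rat TrxR1, dispensed at 90 nM, was prereduced with 400 uM NADPH (final) for 5 min at ~22 deg C, then incubated with compound 15 min before 400 uM selenite. A first-read NADPH fluorescence drop versus no-compound background flagged substrates.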
Active calls of the source: *; ? = inconclusive; & = joins results of further samples; [ ] = another dose, or the depositor's remark. The call rests on the fitted dose curve; in most records, active means well fitted inhibition curve with a large enough effect; inconclusive means small, poorly fitted or top-dose-only effect; inactive means no such curve, though single readings can be large or run the other way. On the % scale 0 is the no-effect control and ±100 the full control effect; potency means the concentration at half of the fitted maximal effect. Some of the compounds tested; count on the stated rates, not on these rows.

SMILES	TrxR1 inh	TrxR1 substrate
COc1cc2nc(NC3CCN(C)CC3)nc(N3CCCN(C)CC3)c2cc1OC	?	37%[activator]
OC1C(Br)=Cc2ccccc21 (stereo not given)	13%	9%[0.0914 µM]
C=C1C=C(C)n2ncc(C(=O)NCCCCCC)c2N1	25%	46%[activator]
CCCCCCCNc1ccc(/C=C/c2ccnc3ccccc23)cc1	16%	-6%
Cc1ccc2nc(-c3ccc(C)c(NC(=O)COc4ccccc4Cl)c3)oc2c1	10%	1%
COc1ccc(NC(=O)c2ccccc2OCC(=O)Nc2ccc(Br)cc2)cc1	13%	5%
CCCCNc1ccc(/C=C2\C=Cc3ccccc32)cc1	-13%	-7%
Cc1sc2ccccc2[n+]1CCCCI	31%	-1%
O=C(O)c1cc2cccc([N+](=O)[O-])c2[nH]1	-6%&5%	-5%&-5%
COc1cc2c(NC3CCN(C)CC3)nc(N3CCCN(C)CC3)nc2cc1OCCCC(C)C	-2%	68%[activator]
CCCS(=O)(=O)c1ncc(Cl)c(C(=O)Nc2sc3c(c2C(=O)NCC)CCCC3)n1	?	2%
Brc1c(Br)c(Br)c2[nH]cnc2c1Br	27%[57.1 µM]	8%[57.1 µM]
CC/C(=C\c1ccccc1)c1cccc2oc3ccccc3c12	60%[activator]	77%[activator]
COc1ccc(SC[C@H](C)CN2CC[C@H](O)CCC2=O)cc1	17%	5%
O=[N+]([O-])c1ccc2c(c1)C=C/C2=C\c1ccccc1	6%	3%
CC(=O)c1cccc(NC(=O)COc2ccccc2C(=O)Nc2ccccc2)c1	?	1%
OC(CN1CCOCC1)c1ccccc1 (stereo not given)	22%	6%
Oc1ccc2ccccc2c1SSc1c(O)ccc2ccccc12	?	-6%[57.1 µM]
CC(N)(C(=O)O)c1ccc(C(=O)O)cc1 (stereo not given)	8%[57.1 µM]	5%[57.1 µM]
CCCn1c(=O)c(C)cn2nc(N)nc12	167%[activator][57.1 µM]	651%[activator][57.1 µM]
CCCCCCCCCCCC[n+]1ccc(C)c2ccccc21	?	-10%
Brc1cccc[n+]1CCC[n+]1ccccc1Br	6.3µM*	-12%
Nc1nc(SCc2ccc([N+](=O)[O-])cc2)c2ncn([C@@H]3O[C@H](CO)[C@@H](O)[C@H]3O)c2n1	-8%[57.1 µM]	?
Cc1ccc2c(C(=O)CNc3nccs3)c(C)[nH]c2c1	27%	8%
CN1C(=O)CC[C@H]1c1cccnc1	0%[57.1 µM]	0%[57.1 µM]

Structural class: those above with a COOH group.
SMILES	TrxR1 inh	TrxR1 substrate
O=C(O)c1cc2cccc([N+](=O)[O-])c2[nH]1	-6%&5%	-5%&-5%
CC(N)(C(=O)O)c1ccc(C(=O)O)cc1 (stereo not given)	8%[57.1 µM]	5%[57.1 µM]

More entries follow:
SMILES	TrxR1 inh	TrxR1 substrate
COc1cc2c(NC3CCN(C)CC3)nc(N3CCCN(C)CC3)nc2cc1OCC1CCCNC1 (stereo not given)	32µM*	58%[activator]
COC(=O)/C=C/c1ccc2c(c1)S(=O)(=O)N(C1CCCC1)[C@H]2CC(=O)OC	25%	-3%
CCc1ccc2oc(-c3cc(NC(=O)COc4ccc(C)cc4)ccc3O)nc2c1	11%	0%
COc1cc2nc(N3CCCN(C)CC3)nc(N)c2cc1OC	-17%	77%[activator]
CSc1n[nH]c(-c2ccco2)n1	11%	-2%
Nc1nc[nH]c(=O)c1N	-5%	-2%
O=[N+]([O-])c1ccc2c(c1)C=C/C2=C\c1ccc(C=S)cc1	-27%	0%
O=C(COc1ccc2ccccc2c1)Nc1ccc(O)c(-c2nc3ccccc3o2)c1	9%	-4%
COC(=O)C1N2C(=O)N(C)[C@H](C(=O)OC)[C@H]2SC1(C)C (stereo not given in full)	10%	-6%
CC1=C(C(=O)OCc2ccccc2)N2C(=O)[C@@H](NC(=O)OCc3ccccc3)[C@H]2SC1	2%	3%
C=C1NN(Cc2ccc(OC)cc2)C(=O)N1c1ccccc1	18%	4%
CN(Cc1ccccc1)c1ccc(/C=C/c2sc3ccccc3[n+]2C)cc1	-2%	-6%
OCc1cc([C@@H](O)CNCCCCCCOCCCCc2ccccc2)ccc1O	13%	2%[0.0914 µM]
CS(=O)(=O)c1ccccc1NC(=O)COc1ccccc1C(=O)Nc1ccccc1	-14%	-15%
CCN(CCC(=O)O)c1ccc(/C=C/c2ccnc3ccccc23)cc1	-15%	-9%
COc1ccc(OC)c2c(/C=C/c3ccc(N(C)C)cc3)ccnc12	-9%	-4%
COc1cc2nc(NC3CCN(C)CC3)nc(NC3CCN(C)CC3)c2cc1OC	-31%	17%
COc1ccccc1/C=C/c1cnccn1	-13%	9%
CCCCCCCCCC[n+]1ccc(/C=C/c2c[nH]c3ccccc23)cc1	?	-2%
CC1(C)CC(=O)c2cc(C(=O)NCCc3ccccc3)c(=O)[nH]c2C1	-32%	13%
CN(C)c1ccc(C=C2C(=O)c3ccccc3C2=O)cc1	15%	4%
CC(=O)c1ccc[n+](CC(=O)c2ccc(F)cc2)c1	15%	8%
COc1ccc(/C=C/c2ccccn2)cc1OC	8%	10%
CN(C)c1ccc(/C=C2\C(=O)/C(=C/c3ccc(N(C)C)cc3)c3ccccc32)cc1	?	-8%
NC1C(N)C(N)C1N (stereo not given)	11%	6%

Quoted at random: 5 entries already listed.
SMILES	TrxR1 inh	TrxR1 substrate
Brc1cccc[n+]1CCC[n+]1ccccc1Br	6.3µM*	-12%
CC(=O)c1ccc[n+](CC(=O)c2ccc(F)cc2)c1	15%	8%
CCN(CCC(=O)O)c1ccc(/C=C/c2ccnc3ccccc23)cc1	-15%	-9%
Cc1ccc2c(C(=O)CNc3nccs3)c(C)[nH]c2c1	27%	8%
CC(=O)c1cccc(NC(=O)COc2ccccc2C(=O)Nc2ccccc2)c1	?	1%

Next section.
SMILES	TrxR1 inh	TrxR1 substrate
C=Nc1ccc(/C=C/c2ccnc3ccccc23)cc1	8%	-2%
CCCCCCCCCCCCCCCC(C)C1=NCCN1 (stereo not given)	16%	0%
C(=C\c1c[nH]c2ccccc12)/c1ccc2ccccc2n1	-12%	6%
CC(=O)C[n+]1cccc2cc(Cl)ccc21	0%	0%
Cc1ccc(NC(=O)c2nc(S(=O)(=O)Cc3ccccc3F)ncc2Cl)cc1C	3.2µM*	-6%
CC(=O)ON(C(C)=O)c1ccc(/C=C2/C=Cc3ccccc32)cc1	?	-2%
Nc1nc2c(nc(N3CCOCC3)n2COCCO)c(=O)[nH]1	15%[0.0914 µM]	5%
Cc1ccc2c(/C=C/c3c[nH]c4ccccc34)ccnc2c1C	20%	3%
CC(=O)Nc1ccc(/C=C/c2ccncc2)cc1	8%	18%
C=C1C[C@@]23CC[C@H]4[C@@](C)(CCC[C@@]4(C)C(=O)OC4OC(CO)C(O)C(O)C4O)[C@@H]2CC[C@]1(OC1OC(CO)C(O)C(O)C1OC1OC(CO)C(O)C(O)C1O)C3 (stereo not given in full)	11%[57.1 µM]	7%[57.1 µM]
Oc1cccc2ccc[n+](CC(O)CBr)c12 (stereo not given)	-6%	6%[0.0914 µM]
O=C(Nc1ccc(OC(F)F)cc1)c1nc(S(=O)(=O)Cc2ccccc2F)ncc1Cl	3.5µM*	1%
CN(C)c1ccc(/C=C2\C=Cc3ccccc32)cc1Br	?	-6%
CC(C(=O)c1ccccc1)[n+]1ccc(Cl)c2ccc(Cl)cc21 (stereo not given)	-6%	-3%
CCCCCCCCCC[n+]1cccc2cc(Br)ccc21	1%	-3%
O=C(OC(C(=O)N1CCOCC1)c1ccccc1)c1c2c(nc3ccccc13)CCCC2 (stereo not given)	14%	9%
CN(C)/[N+]([O-])=N\Oc1cc(OC(=O)c2ccc(N)cc2)c([N+](=O)[O-])cc1[N+](=O)[O-]	-33%	-16%
O=C(Cc1ccc(OCCCc2ccccc2)cc1)NO	14%	6%[0.0914 µM]
CCCCCCCCCCC(C)(C)C(=O)Nc1c(OC)cc(OC)cc1OC	?	?
COc1cc(/C=C/c2ccc3ccccc3n2)cc(OC)c1OC	36%	94%[activator]
N[C@H](C(=O)O)c1cc(O)cc(O)c1	14%[57.1 µM]	1%[57.1 µM]
Cc1cc(Cn2cnc3c(cnn3C(C)(C)C)c2=O)ccc1F	13%	1%
Cc1cc(N(C)C)cc(C)c1C=O	?	-16%
C(=C\c1c[nH]c2ccccc12)/c1ccnc2ccccc12	16%	3%
NC(=O)c1ccc2[nH]ccc2c1	-9%[57.1 µM]	4%[57.1 µM]

Arranged by molecular weight (rising): some entries from above.
SMILES	TrxR1 inh	TrxR1 substrate
CC(=O)ON(C(C)=O)c1ccc(/C=C2/C=Cc3ccccc32)cc1	?	-2%
COc1cc(/C=C/c2ccc3ccccc3n2)cc(OC)c1OC	36%	94%[activator]
C=C1C[C@@]23CC[C@H]4[C@@](C)(CCC[C@@]4(C)C(=O)OC4OC(CO)C(O)C(O)C4O)[C@@H]2CC[C@]1(OC1OC(CO)C(O)C(O)C1OC1OC(CO)C(O)C(O)C1O)C3 (stereo not given in full)	11%[57.1 µM]	7%[57.1 µM]

More results.
SMILES	TrxR1 inh	TrxR1 substrate
Nc1ncnc2c1nc(Sc1ccc(Cl)cc1)n2[C@H]1OC2COP(=O)(O)O[C@H]2[C@@H]1O (stereo not given in full)	7%	3%
NC(N)=[N+]1CCc2ccccc2C1	18%[57.1 µM]	2%[57.1 µM]
CCN(CCCN(C)C)c1ccc(/C=C/c2ccnc3ccccc23)cc1	?	-28%
CCCCN(CCCC)c1ccc(Cn2ccc3ccccc32)cc1	0%	7%
CC(=O)c1cc2ccccc2c2ccccc12	4%	-3%
c1cc2c3c(c1)CCCN3CCC2	9%	5%
CN(C)N=Nc1ccc(/C=C2\C=Cc3ccccc32)cc1	-2%	0%
O=C1NC(=O)/C(=C/c2ccc3nccnc3c2)S1	14%[57.1 µM]	8%[57.1 µM]
COc1cc2c(NC3CCN(C)CC3)nc(N3CCCN(C)CC3)nc2cc1OCC1CCNCC1	?	99%[activator]
CC(N)=O	17%[57.1 µM]	1%[57.1 µM]
O=C1C[C@H]2C=CCc3cccc(c32)CN1Cc1ccc(Br)cc1	3%	-5%
Cc1cc(N(C)C)cc(C)c1/C=C/c1ccnc2ccccc12	6%	-4%
NC1CCc2ccccc21 (stereo not given)	-4%	6%
C=C(CC[C@]12OC(C(=O)O)C(O)(C(=O)O)C(C(=O)O)(O1)C(OC(=O)/C=C/[C@@H](C)C[C@@H](C)CC)C2O)[C@@H](OC(C)=O)[C@H](C)Cc1ccccc1 (stereo not given in full)	7%	3%
O=C(O)CN(CCOCCOCCN(CC(=O)O)CC(=O)O)CC(=O)O	-4%[57.1 µM]	2%[57.1 µM]
Cc1ccc2c(c1)C/C(=C/c1ccc(N(C)C)cc1)C2=O	-12%	-5%
CN(C)c1ccc(C=O)c(Cl)c1	-3%	-11%
CNc1c(Cl)cc(C=O)cc1Cl	?	-10%
Nc1cc(Cl)c(NC2=NCCN2)c(Cl)c1	?	-1%[57.1 µM]
Oc1c(C(Nc2ccccn2)c2ccccc2)ccc2cccnc12 (stereo not given)	50µM*	-4%
COc1cccc2c1C(=O)/C(=C/c1ccc(N(C)C)cc1)C2	-3%	1%
CC[N+](C)(C)c1ccc(/C=C/c2ccnc3ccccc23)cc1	-3%	-3%
Cc1cnc(/C=C/c2ccc(N(C)C)cc2)cn1	?	?
NCCCNCCSP(=O)(O)O	7%[57.1 µM]	4%[57.1 µM]
C(=C\c1ccc2ccccc2n1)/c1ccc2ccccc2n1	27%	63%[activator]
O=C1CCC[C@@H]2CC(N(Cc3cc4ccccc4s3)c3ccccc3)C[C@@H]3CCN1[C@H]23 (stereo not given in full)	20%	5%

Compound activity (PubChem BioAssay)
